# Platelet DG rel = inhibitors of platelet dense granule secretion, primary screen, cell-based, MLPCN, human platelets; actives 0.22% (n = 300,000); inhibition, %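 (compounds screened at 7.5 µM in platelet-rich plasma)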; human platelet-rich plasma, SFLLRN dense granule ATP release, luminescence;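 active means mean replicate score, as percent of positive control, at or above 50; inconclusive means mean below 50 but at least one replicate at or above 50; inactive means mean and every replicate below 50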
# IEC-6 cytotox = cytotoxicity in IEC-6 intestinal epithelial cells, primary screen, cytotoxicity control for KLF5 inhibitor project, cell-based, luminescence | IEC-6 cytotoxicity, luminescence viability | inhibition, % at 5 µM | actives 0.78% (n = 290,000); in the data active means inhibition above about 22%;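 further: 0% = plate median of test compound wells and 100% = cytotoxic reference compound wells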
# HSF-1 act = HSF-1 activators, primary screen, NIH3T3-HGL cells, MG132 stress, luminescence, single point; activation, % at 9 µM; NIH3T3-HGL HSF-1 luciferase reporter, 8 h; 100% = twice DMSO control signal; actives 1.7% (n = 300,000);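 active means mean replicate activation of at least 50% with a set share of replicates each reaching 50%; inconclusive means only one of those two conditions met; inactive means mean below 50% and too few replicates reaching it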;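 further: 0% = median of the neutral control wells and 100% = twice that signal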
# HDAC3 inhib = HDAC3 deacetylase inhibitors, primary screen, biochemical, fluorescence, cell-free homogeneous; Histone deacetylase 3 (Homo sapiens), O15379; recombinant HDAC3, fluorogenic peptide/trypsin coupled; inhibition, % at 8.3 µM; actives 0.15% (n = 320,000); in the data active means inhibition above about 26%, passing the limit was not always enough; inconclusive means no clear call, values can overlap the other calls
# Target sequence (O15379 whole entry, looked up): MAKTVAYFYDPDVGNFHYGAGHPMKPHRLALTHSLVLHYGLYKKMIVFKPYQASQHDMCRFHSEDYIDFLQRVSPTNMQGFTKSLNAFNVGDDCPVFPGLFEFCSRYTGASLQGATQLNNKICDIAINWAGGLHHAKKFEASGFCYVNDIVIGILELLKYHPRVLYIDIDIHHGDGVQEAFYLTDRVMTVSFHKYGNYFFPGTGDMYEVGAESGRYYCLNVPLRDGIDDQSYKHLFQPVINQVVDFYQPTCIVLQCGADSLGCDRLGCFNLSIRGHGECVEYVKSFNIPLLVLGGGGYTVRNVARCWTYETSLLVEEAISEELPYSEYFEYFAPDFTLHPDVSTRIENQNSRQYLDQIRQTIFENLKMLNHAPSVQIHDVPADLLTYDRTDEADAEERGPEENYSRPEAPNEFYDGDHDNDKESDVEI
# HSF1 inhib = HSF1 inhibitors in luciferase reporter cells, primary screen, cell-based, NIH3T3, luminescence. activity change, negative = inhibition, % at 7.5 µM (by protocol). AID 2098, 2009. actives 0.77% (n = 300,000). NIH3T3-HGL HSE-luciferase, MG132-induced, luminescence 8 h; hits give low values;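 active means more than half of replicate wells show activity change below -50%, luminescence cut by over half; inconclusive means some wells, but at most half, below -50%; inactive means no replicate well below -50%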;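 further: luciferase reports HSF-1 transcriptional activity via heat shock element; 0% = median of DMSO wells and -100% = zero luminescence signal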
# HIF act = HIF pathway transcriptional activators, primary screen, cell-based, U2OS HRE-luciferase, luminescence | U2OS HRE-luciferase reporter; normalized: DMSO 0%, desferrioxamine 100% | activation, % at 7.5 µM (by protocol) | actives 0.32% (n = 300,000) | AID 1910, 2009;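 active means mean activation of at least 10% of the iron chelator positive control signal, with at least half of replicates also reaching 10%; inconclusive means mean and replicate majority disagree about reaching 10%; inactive means mean and most replicates under 10%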
# AI-2 QS mod = Vibrio harveyi AI-2 quorum sensing modulators, primary screen, JMH597 strain, luminescence/OD600 ratio. Vibrio harveyi JMH597 AI-2 luminescence/OD600 ratio, 9 h; hits give low values; strain lacks LuxN and CqsS sensors; 0 = neutral-control median. activity change, % at 7.5 µM. actives 0.4% (n = 300,000). AID 2094, 2009; in the data active means activity change below about -75%, passing the limit was not always enough; inconclusive means no clear call, values can overlap the other calls;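 further: luminescence divided by OD600 gain over 9 h not by final OD600 alone; inactives centre near 13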
# aSyn UTR inh = MLPCN primary screen, SNCA 5' untranslated region | alpha-synuclein 5'UTR reporter, inhibitor activity | actives 0.82% (n = 300,000) | inhibition, % (tested at 7.5 µM); in the data active means inhibition above about 60%; inconclusive means no clear call, values can overlap the other calls;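 further: H4 neuroglioblastoma cells stably carrying SNCA 5'UTR luciferase fusion; 0% = DMSO wells and 100% = positive control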
# KLF5 inhibitor = KLF5 expression inhibitors, primary screen, DLD-1 cells, luminescence; inhibition, % at 5 µM; AID 1700, 2009; actives 0.23% (n = 290,000); DLD-1 KLF5 promoter-luciferase reporter;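 active means inhibition above a per-plate limit of that plate's mean compound inhibition plus 3 SD, cut at about 60% in these data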;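 further: 0% = DMSO wells and 100% = LY294002 at 200 µM; higher means less KLF5 promoter-driven luciferase light; inactives centre near -14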
# HSP90 inh = HSP90 inhibitors, primary screen, cell lysate, luminescence; Rabbit reticulocyte lysate, luciferase refolding luminescence, 3 h; actives 0.91% (n = 290,000); Heat shock protein HSP 90 (rabbit reticulocyte lysate; luciferase refolding); inhibition, % at 5.6 µM;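 active means inhibition above the screen-wide mean plus 3 SD, computed separately per campaign, cut at about 16% in these data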;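 further: 0% = DMSO wells and 100% = 60 µM geldanamycin wells; inhibitors lower the luminescence because luciferase stays unfolded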
# Active calls of the source: *; ? = inconclusive; / = not tested or not shown.
SMILES,Platelet DG rel,IEC-6 cytotox,HSF-1 act,HDAC3 inhib,HSF1 inhib,HIF act,AI-2 QS mod,aSyn UTR inh,KLF5 inhibitor,HSP90 inh
CCCc1c(C(=O)N/N=C(/C)c2ccncc2)nnn1-c1nonc1N,-2,3,-14,1,-8,-1.9,3,7,-13,-1
CCOc1cccc(CN2CCC(n3nccc3NC(=O)C3CCCC3)CC2)c1,1,4,-25,1,-10,-0.3,7,22,-6,1
CC(=O)C1=C(C)Nc2ncnn2C1c1ccccc1 (centres undefined),1,0,-4,4,0,-4.9,6,5,-30,-1
COc1ccc(S(=O)(=O)N(C)CC(=O)N2CCC(C(N)=O)CC2)cc1Cl,0,-1,66*,0,25,0.0,-2,4,15,3
COc1ccc(CNC(=O)CSc2nnnn2-c2ccccc2)cc1,-2,-4,1,-1,-3,-0.1,21,13,-27,1
Nc1c(Cl)cc(-c2csc(N3CCCC3c3nc4cc(Cl)c(Cl)cc4n3CCCO)n2)cc1Cl (centres undefined),2,/,-20,8,5,0.0,21,-2,/,/
Cc1ncoc1C(=O)N1CCc2c([nH]c3ccccc23)C1C1CCCCC1 (centres undefined),2,3,15,1,17,1.8,1,-46,0,-1
O=C(O)c1ccc(S(=O)(=O)N2CCC3(CC2)CC(=O)c2ccccc2O3)cc1,4,/,9,-15,-5,-0.9,14,6,/,/
Nc1c(N(CCO)C(=O)COc2ccc(Cl)cc2)c(=O)[nH]c(=O)n1Cc1ccccc1,6,3,12,-1,-1,0.0,19,10,-41,-4
CC(=O)c1ccc(NC(=O)c2cc(C)no2)cc1,-1,-3,19,13,2,0.0,34,-15,-41,-3
COC(=O)c1ccccc1NC(=O)CSc1nncn1-c1ccccn1,9,5,22,-4,7,-0.1,2,0,-11,4
CCCCOc1ccc(C(=O)NCC2(c3ccc(OC)cc3)CCOCC2)cc1,-6,-2,-2,6,-6,-0.2,10,11,-12,1
C=C(C)COc1ccc(-c2nc(N)ncc2Oc2ccccc2OCC)c(O)c1,2,3,28,-1,18,-0.5,7,29,-47,-2
CN(CC(=O)NCc1cccnc1)S(=O)(=O)c1ccccc1,-3,6,0,5,-1,0.1,-8,13,-2,-3
COc1cc(/C=N/NC(=O)C(C)Nc2n[nH]c(=O)[nH]c2=O)cc(OC)c1O (centres undefined),3,1,1,/,-5,-0.5,16,5,-18,0
CCN(CC)S(=O)(=O)c1ccc(Cl)c(NC(=O)c2cc(Cl)cc(Cl)c2)c1,-1,3,-26,-2,-19,-0.3,2,7,-20,4
COCCSc1ccccc1C(=O)NCc1cccnc1,1,11,23,-1,-5,0.0,3,3,1,3
CCOC(=O)c1ccc(-n2c(CCC(=O)O)ccc2-c2ccc(F)cc2)cc1,2,5,-19,-5,-14,-0.4,6,-10,8,1
CC(C)CN(C(=O)COc1ccc(Br)cc1C=O)C1CCS(=O)(=O)C1 (centres undefined),-7,/,10,-2,7,-0.1,11,10,/,/
CCC(C)Sc1cccc(-c2nc3ccc(C)cn3c2NCc2ccccc2)c1 (centres undefined),2,/,18,-19,20,-5.8,31,-15,/,/
COc1cc(NC(=O)c2cccc3c2C(=O)N(C2CCCCC2)C3)cc(OC)c1OC,1,7,-16,-1,-16,1.9,9,6,-14,-3
C/C(=N\Nc1ccc(C(=O)c2c(C)cc3ccccn23)cc1[N+](=O)[O-])c1ccc(O)cc1,-6,3,3,/,1,-0.2,24,21,-6,4
O=C(Nc1ccccc1C(=O)N1CCN(Cc2ccccc2)CC1)c1ccccn1,-1,6,-12,10,-7,-0.5,43,-8,-14,4
COC(=O)c1cc(C(=O)N2CCc3ccccc32)cc([N+](=O)[O-])c1,15,-6,8,-1,-6,-0.4,/,18,-20,-1
c1ccc2c(c1)OCC(c1csc3ncnc(N4CCOCC4)c13)O2 (centres undefined),-4,2,-66,-11,-57*,0.5,-1,21,-17,0
O=C(COc1ccc(Cl)cc1)Nc1cccc(-c2ccc(N3CCOCC3)nn2)c1,13,/,55*,-2,32,2.7,11,-71,/,/
Cc1ccsc1/C=N/NC(=O)c1ccc2nc[nH]c2c1,-2,1,-6,10,4,0.3,7,-18,-24,-6
CCNc1nc(NCC)nc(N/N=C/c2ccc([N+](=O)[O-])o2)n1,7,0,-5,6,3,-0.6,-158*,-6,-18,4
Cc1ccc(NC(=S)N=Nc2c(O)n(C)c3ccc(S(=O)(=O)N4CCOCC4)cc23)cc1,-13,5,58*,/,23,0.3,3,75*,7,3
CCn1c(=O)c2c(n3cnnc13)-c1ccccc1CC21CCCCC1,-1,-4,-12,-1,-2,0.0,3,32,-11,-3
Cc1nc2c(O)cccc2cc1CO,2,0,-8,-5,-9,2.9,13,3,-7,2
Cc1ccc(NC(=O)c2ccc3ncsc3c2)cc1S(=O)(=O)N(C)C,1,5,-1,2,-6,1.2,-28,-148,-105,19*
Cc1cc(C)c(NC(=O)c2cc(=O)c3ccccc3o2)c(C)c1,2,2,2,6,-2,0.1,14,8,-17,-3
CN1C(=O)C2(c3ccccc31)C1CCCC=C1C(C#N)=C(N)C2(C#N)C#N (centres undefined),/,5,/,7,/,/,/,/,-27,1
COc1ccc(-c2nc3ccncc3[nH]2)cc1OC,7,5,-8,-5,-5,-0.3,8,8,3,0
CCCOc1ccc(C(=O)Nc2nc(C)c(Cc3ccc4c(c3)OCO4)s2)cc1,-2,5,-15,-2,-1,4.8,16,-68,-11,24*
CCOC(=O)N1CCN(C(=O)C2CCN(CC3CCCCC3)CC2)CC1,-5,-1,-4,-8,-7,-0.1,22,-26,-3,-2
COc1ccc(C(C)(C)C)cc1NC(=O)c1ccc2c(c1)SC1=NS(=O)(=O)CCN12,5,-2,2,?,4,0.1,15,8,-32,0
O=C(COc1ccccc1Cl)NCCCNC(=O)c1ccccn1,-10,-4,10,3,-3,0.1,12,-1,-8,-1
O=C(Nc1ccc(F)cc1F)C1CCN(c2ncnc3c2sc2cccc(F)c23)CC1,1,4,-3,-2,-4,0.4,23,-21,0,0
CCOC(=O)c1[nH]c(C)c(C(=O)Nc2ccc(F)cc2)c1C,20,1,57*,-2,25,0.7,10,0,-43,-2
O=C(O)c1[nH]c2ccccc2c1-c1ccccc1,3,-3,-28,-6,-25,2.4,-7,14,16,-2
O=C(Nc1cc2c(=O)n(-c3ccc(Oc4ccccc4)cc3)ccc2oc1=O)c1ccccc1,6,9,0,-7,1,0.2,17,21,0,-2
O=c1[nH]c(=S)c2c(n1-c1ccccc1)CCC2,3,0,-11,-3,-3,-0.1,11,10,3,1
Cc1ccc(-c2cn(-c3ccc(SC(F)F)cc3)c3[n+]2CCC3)cc1,20,3,-19,0,-13,-0.3,23,-3,-9,-3
CCC1CCCCN1C/C=C/c1ccccc1[N+](=O)[O-] (centres undefined),-2,1,34,-6,5,-0.4,24,-8,-28,-1
O=C(CNC(=O)c1ccco1)N=Nc1c(O)n(CCc2ccccc2)c2ccccc12,3,85*,-40,5,-29,0.0,21,48,71*,2
O=C(Cc1ccc(Cl)cc1)c1ccc(O)cc1,1,6,52*,2,22,2.1,3,-151,-113,-3
Cc1nc(-c2ccncc2)nc(NCCNc2ccc(C(F)(F)F)cn2)c1Cl,-1,6,-7,-1,4,-0.6,4,12,-20,-3
COc1ccccc1NS(=O)(=O)c1cc(C(=O)N2CC(C)CC(C)C2)ccc1C (centres undefined),-3,3,?,0,13,-1.0,4,22,-32,3

# 2 successive compounds already listed, quoted:
SMILES,Platelet DG rel,IEC-6 cytotox,HSF-1 act,HDAC3 inhib,HSF1 inhib,HIF act,AI-2 QS mod,aSyn UTR inh,KLF5 inhibitor,HSP90 inh
CCOC(=O)c1[nH]c(C)c(C(=O)Nc2ccc(F)cc2)c1C,20,1,57*,-2,25,0.7,10,0,-43,-2
O=C(O)c1[nH]c2ccccc2c1-c1ccccc1,3,-3,-28,-6,-25,2.4,-7,14,16,-2

# Going on with the list.
SMILES,Platelet DG rel,IEC-6 cytotox,HSF-1 act,HDAC3 inhib,HSF1 inhib,HIF act,AI-2 QS mod,aSyn UTR inh,KLF5 inhibitor,HSP90 inh
Cc1cccc(/C=C(\C#N)C(=O)Nc2ccccn2)c1,-1,-2,13,1,4,0.7,15,-3,-33,2
COc1ccc(OCC(=O)NNC(=S)NC(=O)c2ccc(Br)o2)cc1,-4,1,5,1,2,-0.2,23,-5,-14,-6
COc1cc(C(=O)Nc2cccc3c2CCCC3)cc(OC)c1OC,11,6,12,0,5,-0.9,1,14,-2,4
COc1ccc(N2CC(C(=O)Nc3nnc(SCC(=O)NC4CCCC4)s3)CC2=O)cc1 (centres undefined),-1,-1,-7,-4,-2,0.2,10,4,-12,3
O=C(Nc1scc(-c2ccccc2)c1C(=O)O)c1ccco1,0,4,-2,2,4,-32,31,-4,-39,1
O=C(CN(C(=O)c1csnn1)c1ccc(F)c(Cl)c1)NCc1ccccc1,3,2,-10,7,2,-1.0,24,-17,-15,-4
O=C(CN1CCN(S(=O)(=O)c2ccccc2)CC1)NC(=O)NC1CCCCC1,-7,1,-12,-7,-3,-0.4,14,-16,-9,2
N#C/C(=C/c1cccs1)c1ccccn1,-5,-4,31,-3,9,4.3,12,-117,-64,-7
CC(C)n1c(=O)[nH]c2cc(C(=O)Nc3ccccc3)ccc21,-1,-1,34,?,8,3.0,10,-119,-12,-3
CCOc1ccccc1N1CCN(C(=S)Nc2ccc(S(N)(=O)=O)cc2)CC1,-2,2,-1,-1,-8,0.1,23,45,-43,-3
S=C(NC1CC1)N1CCN(c2ccc(Cl)cc2)CC1,4,-7,26,2,2,-0.1,5,-1,-9,-2
CCCCOC(=O)NC(NCC(O)c1ccccc1)(C(F)(F)F)C(F)(F)F (centres undefined),-3,1,43,6,15,0.1,19,5,-35,3
Cc1ccc(C)n1NC(=O)c1ccc(Cl)cc1Cl,-6,0,-1,1,-2,0.0,12,4,-4,0
Cn1cc(S(=O)(=O)Oc2ccccc2)c(=O)n(C)c1=O,-101,4,15,-1,0,0.1,9,12,7,2
CCN(CC)c1ccc(CNC23CN4CN(CN(C4)C2)C3)cc1,-1,2,6,3,1,0.4,29,-3,-23,3
O=C(CCNC(=O)c1ccco1)Nc1ccc(SC(F)F)cc1,0,-5,-1,-2,7,0.1,6,8,-35,2
CCCN(CCC)CCNC(=O)CCC(=O)Nc1ccc2nc(N3CCN(C)CC3)cc(C)c2c1,6,-1,-7,-19,-1,0.4,18,-2,-31,0
Cc1cccc(C(=O)NNC(=O)c2ccco2)c1,8,4,-7,1,-4,-0.1,4,-14,-3,0
CCO[C@H]1OC(C(=O)NC2CC2)=C[C@@H](C)[C@@H]1CCCO,2,-4,1,-2,-3,0.0,-7,-14,-20,-2

# Outcome played no part in choosing rows. About 5% of those tested had a hit in this group.
